NPR1 activator: GC-A (human) enzyme activation. P16066. HEK293 GC-A cells, cGMP TR-FRET, EC30 ANP; 0% at EC30 ANP, 100% saturating ANP. activation, % at 10 µM. hit rate 0.14% among 370,000. AID 1671463; in the data active means activation above about 40%
ADAM17 inh: inhibits human ADAM17 | hit rate 0.83% among 370,000 | recombinant ADAM17, EDANS/DABCYL FRET peptide cleavage | inhibition, % at 6.95 µM | AID 720648;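 active means inhibition above the mean of compounds lying between control limits plus 3 SD, set per campaign, cut at about 8.5% in these data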;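 further: 0% = DMSO-only wells as the low control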
Target sequence (P78536 215-824 limits assumed): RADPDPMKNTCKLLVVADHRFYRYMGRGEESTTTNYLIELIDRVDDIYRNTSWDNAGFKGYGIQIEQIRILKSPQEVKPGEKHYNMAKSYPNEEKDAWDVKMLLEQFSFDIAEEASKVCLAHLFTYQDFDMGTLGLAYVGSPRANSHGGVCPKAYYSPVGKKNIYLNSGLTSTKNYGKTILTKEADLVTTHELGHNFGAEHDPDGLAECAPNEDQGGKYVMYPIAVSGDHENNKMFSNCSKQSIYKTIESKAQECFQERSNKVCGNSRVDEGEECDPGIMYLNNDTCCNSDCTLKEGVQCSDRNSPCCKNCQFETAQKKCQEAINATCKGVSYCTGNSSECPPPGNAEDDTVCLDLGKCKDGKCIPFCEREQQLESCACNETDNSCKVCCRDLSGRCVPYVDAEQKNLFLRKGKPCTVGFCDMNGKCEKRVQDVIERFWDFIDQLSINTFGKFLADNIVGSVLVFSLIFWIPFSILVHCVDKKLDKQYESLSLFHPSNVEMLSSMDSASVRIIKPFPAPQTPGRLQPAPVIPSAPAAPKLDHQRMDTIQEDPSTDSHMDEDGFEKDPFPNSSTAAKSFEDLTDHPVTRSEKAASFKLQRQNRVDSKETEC
ssDAF12 agonist: activators of S. stercoralis DAF-12 nuclear receptor; HEK293 ssDAF-12/GRIP1 lit1-tk-luc reporter, luminescence; % of 3 µM dafachronic acid response; activation, % at 6.8 µM; hit rate 1% among 370,000; AID 652126;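 active means activation above the mean over all tested compounds plus 3 SD, cut at about 0.9% in these data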;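 further: 0% = DMSO-only wells and 100% = 3 µM delta7-dafachronic acid wells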
hgDAF12 agonist: hgDAF-12 agonism, primary luciferase screen. HEK293 GAL4-hgDAF12 UAS-luciferase reporter, agonist luminescence; normalized to butyrate control. activation, % at 6.8 µM. hit rate 1.8% among 370,000. AID 687014;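 active means activation above a cutoff set at the mean of all screened compounds plus 3 SD, cut at about 10% in these data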;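 further: 0% = DMSO wells and 100% = sodium butyrate wells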
SMARCA2 act: increases SMARCA2 function in MMTV reporter cells | MG213 cells, MMTV-luciferase reporter, dexamethasone, overnight | activation, % at 9.1 µM | hit rate 1% among 370,000; in the data active means activation above about 7.8%;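 further: 0% = vehicle wells and 100% = reference activator wells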
DAX1 inh-1: inhibitors of human orphan nuclear receptor DAX1 (NR0B1). hit rate 0.99% among 340,000. P51843. AID 504766. inhibition, % at 6.75 µM. HEK293 Gal4-DAX1 luciferase reporter, luminescence;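 active means inhibition above the mean over all tested compounds plus 3 SD, cut at about 4.2% in these data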;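 further: 0% = DAX1-transfected cells with DMSO and 100% = empty-vector control cells with DMSO; inhibition shows as a rise in luminescence from relieved DAX1 repression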
Target sequence (P51843 207-470 limits assumed): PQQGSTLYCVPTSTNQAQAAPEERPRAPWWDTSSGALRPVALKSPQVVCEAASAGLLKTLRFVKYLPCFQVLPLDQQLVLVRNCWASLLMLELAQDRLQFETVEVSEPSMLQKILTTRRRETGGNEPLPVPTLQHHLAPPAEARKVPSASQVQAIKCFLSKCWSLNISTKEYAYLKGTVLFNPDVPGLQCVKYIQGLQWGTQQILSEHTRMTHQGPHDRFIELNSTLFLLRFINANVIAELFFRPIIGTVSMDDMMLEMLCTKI
hcDAF-12 act: H. contortus DAF-12 activation, primary screen | HEK293 hcDAF-12 lit1-tk-luc reporter, luminescence; 0% DMSO, 100% Δ7-dafachronic acid | activation, % at 6.8 µM | hit rate 1.4% among 370,000;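 active means activation above the mean of all tested compounds plus 3 SD, cut at about 5.5% in these data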;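 further: 100% = response to 3 µM Δ7-dafachronic acid high control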
FXN GAA850 act: activators of GAA850 frataxin (FXN) promoter; hit rate 0.56% among 360,000; HEK293 lucGAA850 FXN promoter luciferase reporter, 24 h; percent of 10 µM SAHA response; activation, % at 6 µM;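 active means activation above the average of all compounds screened plus 3 SD, cutoff fixed separately per campaign, cut at about 7.5% in these data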;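 further: 0% = DMSO wells and 100% = 10 µM SAHA wells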
DAX1 inh-2: DAX1 (NR0B1) inhibition, primary screen. hit rate 1.1% among 370,000. AID 652010. inhibition, % at 6.8 µM. HEK293T StAR-luciferase reporter, SF-1/DAX-1 repression relief;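 active means inhibition above the mean over all tested compounds plus 3 SD, cut at about 3.6% in these data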;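 further: 0% = DAX-1 cells with DMSO and 100% = cells lacking DAX-1 with DMSO; higher inhibition means more luminescence from relief of DAX-1 repression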
ADAM10 inh: ADAM10 inhibition, QFRET primary screen. hit rate 0.62% among 370,000. O14672. inhibition, % at 7 µM. recombinant ADAM10, EDANS/DABCYL FRET peptide cleavage, 3 h;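 active means inhibition above a per-campaign cutoff equal to the mean of compounds falling between control-based bounds plus 3 SD, cut at about 20% in these data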;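 further: 0% = DMSO wells while the 100% control is not disclosed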
PG9 binder: binds the HIV-1 gp120 antibody PG9. TR-FRET gp120-PG9 antibody binding. inhibition, % at 6.7 µM. hit rate 0.43% among 360,000. AID 624416; in the data active means inhibition above about 8.5%
* = called active by the depositor; · = not tested or not shown.

SMILES	NPR1 activator	ADAM17 inh	ssDAF12 agonist	hgDAF12 agonist	SMARCA2 act	DAX1 inh-1	hcDAF-12 act	FXN GAA850 act	DAX1 inh-2	ADAM10 inh	PG9 binder
CCOC(=O)C(C(=O)c1ccccc1)C1CC(C)NC(=S)N1 (centres undefined)	-1.2	-0.3	0.0	-1.3	0.8	0.0	-2.5	1.0	0.2	-5.5	0.1
CCCNC(=O)CN1CCN(S(=O)(=O)c2ccc(Br)s2)CC1	-0.2	-4.9	-0.7	0.6	-1.5	0.9	-0.9	0.4	-1.2	-5.2	-0.4
CCOCCCNC(=O)Cn1cnc2c(cnn2-c2ccc(F)cc2)c1=O	4.1	-1.9	-0.7	-1.2	3.6	0.6	2.5	2.2	0.1	2.0	-0.7
O=S1(=O)CCC(NC2CCCC2)C1 (centres undefined)	1.1	-2.7	-1.2	-0.9	-0.7	0.0	-1.0	0.4	-0.1	-5.3	-0.8
O=C(N/N=C/c1cccnc1)C(O)(c1ccccc1)c1ccccc1	-3.0	0.3	-1.4	0.7	0.8	0.3	-1.8	-2.0	-0.1	1.3	0.3
O=C(O)c1ccccc1CC(CCc1ccccc1)C(=O)O (centres undefined)	3.0	-3.1	-0.3	2.5	-3.1	0.8	1.2	0.1	1.2	-6.4	0.4
CCCN1CCC(N2CCN(c3cccc(C(F)(F)F)c3)CC2)CC1	3.0	-1.4	-1.5	2.3	-2.8	0.6	-1.2	0.4	-0.3	-2.6	-0.3
CC(NC(=O)c1ccccc1NS(C)(=O)=O)c1ccccc1 (centres undefined)	0.4	-67.3	-1.2	-2.0	1.3	0.0	-1.0	2.1	0.5	-225.9	-1.5
CC(C)C[C@@H](CO)NS(=O)(=O)c1cc(Cl)ccc1F	0.2	3.6	-1.2	0.2	-5.4	0.1	0.6	0.0	1.1	-7.2	0.7
O=C(CSc1ccccn1)N/N=C/c1c[nH]c2ccccc12	3.0	4.0	-0.8	0.9	1.6	-0.7	5.8*	3.1	-0.4	5.2	-1.3
COc1ccc(C(=O)Nn2cc3c(c2-c2ccccc2)c(=O)n(C)c(=O)n3C)cc1	8.0	-1.4	-0.9	-4.0	-1.4	-1.4	-0.5	1.5	-0.4	-6.3	1.2
CCOc1ccc(C(=O)NCC(=O)N2CCc3ccccc3C2)cc1OCC	4.5	-1.9	-0.8	-1.1	-2.3	-1.2	-2.1	0.2	-1.1	-4.4	1.0

As a short view, 2 of the compounds above.
SMILES	NPR1 activator	ADAM17 inh	ssDAF12 agonist	hgDAF12 agonist	SMARCA2 act	DAX1 inh-1	hcDAF-12 act	FXN GAA850 act	DAX1 inh-2	ADAM10 inh	PG9 binder
COc1ccc(C(=O)Nn2cc3c(c2-c2ccccc2)c(=O)n(C)c(=O)n3C)cc1	8.0	-1.4	-0.9	-4.0	-1.4	-1.4	-0.5	1.5	-0.4	-6.3	1.2
CCOc1ccc(C(=O)NCC(=O)N2CCc3ccccc3C2)cc1OCC	4.5	-1.9	-0.8	-1.1	-2.3	-1.2	-2.1	0.2	-1.1	-4.4	1.0

Other structures:
SMILES	NPR1 activator	ADAM17 inh	ssDAF12 agonist	hgDAF12 agonist	SMARCA2 act	DAX1 inh-1	hcDAF-12 act	FXN GAA850 act	DAX1 inh-2	ADAM10 inh	PG9 binder
CC(CO)NS(=O)(=O)c1cccc(Cl)c1F (centres undefined)	1.1	-4.1	-0.3	-0.5	0.2	1.2	-0.8	1.7	-0.4	-13.4	-0.3
CCCC[C@@H]1CNC(=S)N1CCc1cccc(F)c1	0.7	0.6	-1.3	-2.5	0.6	1.7	-0.6	0.5	0.0	-0.4	-0.4
Cc1ccc(C(CC(=O)N2CCCC2)c2ccccc2)c(O)c1 (centres undefined)	-38.3	-3.9	-1.0	-3.8	-2.9	-1.4	-1.1	-2.1	-0.8	3.4	1.6
Cc1cccc(/C(N)=N/OC(=O)CCc2ccccc2)c1	1.6	-3.2	-0.9	2.3	1.8	0.2	1.6	1.9	0.4	0.3	-2.6
Cc1cc(NC(=O)c2ccc([N+](=O)[O-])cc2Cl)no1	-2.1	-2.4	0.1	4.2	4.5	0.6	0.8	5.6	0.4	3.2	-2.4
COc1ccc(-c2ccc(-c3cc(=O)oc4cc(OC)c(OC)c(OC)c34)cc2)cc1	-2.2	-1.1	-1.5	-0.8	-0.8	-1.5	-2.3	0.9	0.0	-2.8	-2.5
Cc1ccc(Cl)cc1N1CCN(C(=O)Cn2ncn3cccc3c2=O)CC1	0.5	-1.6	-1.8	-3.8	-0.7	-1.4	-1.6	-1.8	-2.6	-0.6	0.4
COc1ccc(C(=O)O)cc1S(=O)(=O)Nc1cc(C(F)(F)F)ccc1N1CCCCC1	0.3	-3.5	-1.5	4.0	-4.4	0.8	0.0	-1.5	0.8	4.3	-2.1
CCCCn1c(N)c(C(=S)NC(=O)CC(C)(C)C)c(=O)n(C)c1=O	-5.4	-1.1	-1.3	-0.8	-0.2	0.3	-1.7	-0.2	-0.6	2.5	0.6
CC1Cc2ccccc2N1C(=O)Cn1cc([N+](=O)[O-])ccc1=O (centres undefined)	-0.8	-1.9	-0.8	0.6	-2.0	-0.3	-0.6	1.5	-0.6	-2.0	-0.3
Cc1c(Cl)cccc1NC(=O)c1cccc(NC(=O)CCC(=O)O)c1	2.4	-5.6	-1.6	5.0	1.1	0.8	-0.7	-0.5	-0.6	-6.1	-1.5
COC(=O)[C@H](CC(C)C)NC(=O)Nc1ccccc1F	0.5	-5.3	-1.6	-0.3	-3.0	0.5	-1.4	-0.8	-0.2	-6.5	-1.2
C/C=C/C=C\C(=O)Nc1cccc(C2=NOC3(C2)C[C@H](C(N)=O)N(C(=O)CC#N)C3)c1 (some centres undefined)	-1.7	-7.1	-1.7	-1.4	-0.3	1.8	-1.6	-1.2	0.2	-4.8	1.5
Cc1ccc(NC(=O)CSc2nc(=O)n3cc(C)ccc3n2)c(C)c1	1.7	-3.9	-0.1	0.6	-1.3	0.6	0.2	-0.3	0.9	-12.5	2.4
Cc1ccc(-n2cccn2)cc1	-2.0	-1.9	-1.7	-1.2	-1.6	1.6	-0.9	0.6	0.7	-0.7	0.0
O=C(NN=Cc1ccccc1O)C(O)(c1ccccc1)c1ccccc1	-1.4	-7.7	-1.4	0.7	-4.8	0.9	2.4	-3.7	0.8	-32.9	0.2
COc1ccc(/C=C(\NC(=O)c2ccc(C)cc2)C(=O)Nc2c(C)n(C)n(-c3ccccc3)c2=O)cc1	3.9	-2.1	-0.2	2.0	1.9	1.6	-3.3	-0.2	-0.8	-6.3	0.2
COc1ccccc1/C=c1\sc2nc(-c3ccccc3OC)nn2c1=O	11.2	1.6	-0.5	-0.4	0.1	1.4	-1.2	0.2	-0.4	11.2	-1.2
CC(=O)N1CCN(S(=O)(=O)c2cccc(C(=O)Nc3ccc4c(c3)CCC4)c2)CC1	2.5	0.9	-1.4	-2.5	-5.3	-1.6	-1.3	1.7	-1.6	1.4	-0.6
CCC(C)(C)NC(=O)C(c1ccc(F)cc1)N(Cc1ccccc1)C(=O)c1cnccn1 (centres undefined)	-6.8	1.8	-1.6	-1.8	-3.9	·	-2.3	-1.3	0.1	6.7	-1.2
CCCN1CNc2c(c(=O)[nH]c(=S)n2-c2ccccc2Cl)C1	3.1	-2.4	-0.9	-4.0	-5.6	0.7	-2.3	1.0	0.6	9.9	-1.1
Cc1ccc(NC(=O)COC(=O)CCNS(=O)(=O)c2ccc(C)c(C)c2)cc1	2.4	1.7	-0.3	1.8	0.3	-1.4	0.5	1.8	-0.5	8.6	-1.4
Cc1cccc(OCCCC(=O)Nc2ccc(N3CCCCC3)cc2)c1	-2.2	-0.4	-1.4	1.0	-1.6	1.3	-2.2	-1.5	-0.4	-3.1	-3.6
O=C(NNC(=S)Nc1ccc(Cl)cc1Cl)c1ccc(N2CCOCC2)c([N+](=O)[O-])c1	1.1	4.5	-0.3	-0.7	-1.1	1.2	3.2	2.1	-0.1	7.0	2.4
CC(C)C[C@@H]1COc2cc(Br)ccc2S(=O)(=O)N1Cc1cn(CC2CCCCC2)nn1	2.0	-7.1	-1.3	-1.3	-5.0	·	-0.9	·	-0.6	-10.4	·
N#CCSc1nnc(-c2ccccc2O)n1Cc1ccccc1	1.3	-1.6	-0.9	0.3	-0.5	0.8	2.2	-2.6	-0.1	-1.5	-1.4
COc1ccc(CC(=O)Nc2cc(NC(=O)Cc3ccc(OC)c(OC)c3)cc(C(=O)O)c2)cc1OC	4.3	-3.1	-1.6	3.1	-2.1	1.7	0.9	1.0	-0.5	-3.7	-0.4
CC(C)Nc1nc(NCCN2CCNC2=O)c2sccc2n1	4.3	0.3	-0.9	-2.0	0.9	·	-1.1	-0.8	-1.7	-39.8	1.2
CS(=O)(=O)N1CCN(C(=S)NCc2ccc(Cl)cc2)CC1	-5.1	2.4	-1.2	2.1	-1.0	·	-0.6	2.5	0.6	3.8	0.1
Cc1cccn2cc(-c3cccc(NC(=O)c4cccs4)c3)nc12	-2.3	1.1	-1.6	3.2	9.4*	-0.1	-0.6	3.5	-0.7	10.7	-1.4
Cn1c(SCc2ccc(Br)cc2)nnc1-c1cccs1	-5.9	4.2	-1.7	-2.7	-5.8	-1.0	-1.2	4.7	-0.3	-6.8	0.4
N#Cc1c(NC(=O)c2cc(-n3cnnc3)ccc2Cl)sc2c1CCCC2	2.9	-0.8	-0.9	-3.1	-0.8	-0.9	-2.4	0.3	-1.8	-2.1	0.6
O=C1N[C@H](Cc2ccccc2)COC(=O)[C@H](Cc2ccc(F)cc2)C/C=C\C[C@H]1CC(=O)N(CCO)Cc1ccccc1	1.8	0.9	-1.3	-4.4	0.7	-0.2	-1.4	-0.8	0.2	1.8	-0.3
O=C1CCCCCC(=O)[C@H](O)C[C@H](c2ccccc2)O1	2.8	-4.2	-1.4	-0.9	-4.2	·	-1.2	·	0.3	-7.4	-1.1
N/C(=N\OC(=O)Cc1ccccc1)c1cccnc1	-2.5	-1.3	-1.5	4.7	4.2	-0.3	0.3	-0.1	-1.2	-1.4	-1.5

In the list so far, these contain an aryl methoxy group.
SMILES	NPR1 activator	ADAM17 inh	ssDAF12 agonist	hgDAF12 agonist	SMARCA2 act	DAX1 inh-1	hcDAF-12 act	FXN GAA850 act	DAX1 inh-2	ADAM10 inh	PG9 binder
COc1ccc(C(=O)Nn2cc3c(c2-c2ccccc2)c(=O)n(C)c(=O)n3C)cc1	8.0	-1.4	-0.9	-4.0	-1.4	-1.4	-0.5	1.5	-0.4	-6.3	1.2
COc1ccc(-c2ccc(-c3cc(=O)oc4cc(OC)c(OC)c(OC)c34)cc2)cc1	-2.2	-1.1	-1.5	-0.8	-0.8	-1.5	-2.3	0.9	0.0	-2.8	-2.5
COc1ccc(C(=O)O)cc1S(=O)(=O)Nc1cc(C(F)(F)F)ccc1N1CCCCC1	0.3	-3.5	-1.5	4.0	-4.4	0.8	0.0	-1.5	0.8	4.3	-2.1
COc1ccc(/C=C(\NC(=O)c2ccc(C)cc2)C(=O)Nc2c(C)n(C)n(-c3ccccc3)c2=O)cc1	3.9	-2.1	-0.2	2.0	1.9	1.6	-3.3	-0.2	-0.8	-6.3	0.2
COc1ccccc1/C=c1\sc2nc(-c3ccccc3OC)nn2c1=O	11.2	1.6	-0.5	-0.4	0.1	1.4	-1.2	0.2	-0.4	11.2	-1.2
COc1ccc(CC(=O)Nc2cc(NC(=O)Cc3ccc(OC)c(OC)c3)cc(C(=O)O)c2)cc1OC	4.3	-3.1	-1.6	3.1	-2.1	1.7	0.9	1.0	-0.5	-3.7	-0.4

Bioassay records as filed in PubChem.
